High-throughput results from PubChem BioAssay.
ssDAF12 agonist: activates DAF-12 receptor from parasite S. stercoralis; HEK293 ssDAF-12/GRIP1 lit1-tk-luc reporter, luminescence; % of 3 µM dafachronic acid response; activation, % at 6.8 µM; hit rate 1% among 370,000;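 active means activation above the mean over all tested compounds plus 3 SD, cut at about 0.9% in these data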;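 further: 0% = DMSO-only wells and 100% = 3 µM delta7-dafachronic acid wells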
PG9 binder: PG9 antibody binding by small molecule | hit rate 0.43% among 360,000 | inhibition, % at 6.7 µM | AID 624416 | TR-FRET gp120-PG9 antibody binding; in the data active means inhibition above about 8.5%
PLC-beta3 inh: blocks human PLC-beta3 enzyme activity; Q01970; Purified PLC-beta3, fluorogenic substrate, fluorescence; inhibition, % at 12.2 µM; hit rate 0.18% among 370,000; AID 720704; in the data active means inhibition above about 11%;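 further: 0% = median of compound wells on plate and 100% = full blocker control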
DAX1 inh-1: inhibitors of human orphan nuclear receptor DAX1 (NR0B1) | HEK293 Gal4-DAX1 luciferase reporter, luminescence | inhibition, % at 6.75 µM | hit rate 0.99% among 340,000 | AID 504766;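 active means inhibition above the mean over all tested compounds plus 3 SD, cut at about 4.2% in these data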;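 further: 0% = DAX1-transfected cells with DMSO and 100% = empty-vector control cells with DMSO; inhibition shows as a rise in luminescence from relieved DAX1 repression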
Target sequence (P51843 207-470 limits assumed): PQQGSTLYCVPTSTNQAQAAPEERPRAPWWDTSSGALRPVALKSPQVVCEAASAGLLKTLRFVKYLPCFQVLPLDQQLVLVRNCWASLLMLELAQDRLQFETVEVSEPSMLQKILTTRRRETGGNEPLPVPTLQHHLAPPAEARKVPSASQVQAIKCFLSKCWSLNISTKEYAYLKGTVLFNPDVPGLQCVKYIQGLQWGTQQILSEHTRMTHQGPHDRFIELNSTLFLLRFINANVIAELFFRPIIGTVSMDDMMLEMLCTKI
HGIII-sPLA2 inh: Blocks human group III sPLA2 activity. Q9NZ20. QFRET BODIPY PC-A2 liposome hydrolysis, fluorescence. inhibition, % at 12.2 µM. hit rate 0.56% among 370,000. AID 743126;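 active means inhibition above mean plus 3 SD of compounds lying within the high and low control bounds, cut at about 19% in these data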;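 further: 0% = median of test compound wells and 100% = no enzyme DMSO wells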
Target sequence (Q9NZ20 whole entry, looked up): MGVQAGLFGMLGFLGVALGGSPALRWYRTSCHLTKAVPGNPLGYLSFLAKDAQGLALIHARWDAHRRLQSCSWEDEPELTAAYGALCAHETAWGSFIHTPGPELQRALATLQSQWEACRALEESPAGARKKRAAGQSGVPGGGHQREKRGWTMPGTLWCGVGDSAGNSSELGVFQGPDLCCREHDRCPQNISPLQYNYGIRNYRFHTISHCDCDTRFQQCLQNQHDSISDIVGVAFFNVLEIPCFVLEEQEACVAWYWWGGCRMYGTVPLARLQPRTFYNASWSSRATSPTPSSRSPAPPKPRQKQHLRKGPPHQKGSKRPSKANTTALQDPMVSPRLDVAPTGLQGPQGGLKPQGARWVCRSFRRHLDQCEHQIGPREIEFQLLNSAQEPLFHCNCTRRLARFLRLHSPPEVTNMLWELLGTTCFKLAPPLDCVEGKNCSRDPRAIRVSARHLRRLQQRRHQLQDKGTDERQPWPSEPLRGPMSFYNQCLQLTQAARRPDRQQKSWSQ
SMARCA2 activ: SMARCA2 function activation, primary screen; MG213 cells, MMTV-luciferase reporter, dexamethasone, overnight; activation, % at 9.1 µM; hit rate 1% among 370,000; AID 652017; in the data active means activation above about 7.8%;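 further: 0% = vehicle wells and 100% = reference activator wells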
hcDAF-12 act: activators of H. contortus DAF-12 nuclear receptor. activation, % at 6.8 µM. HEK293 hcDAF-12 lit1-tk-luc reporter, luminescence; 0% DMSO, 100% Δ7-dafachronic acid. hit rate 1.4% among 370,000;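 active means activation above the mean of all tested compounds plus 3 SD, cut at about 5.5% in these data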;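 further: 100% = response to 3 µM Δ7-dafachronic acid high control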
hgDAF12 agonist: activates the H. glycines DAF-12 receptor ligand-binding domain; HEK293 GAL4-hgDAF12 UAS-luciferase reporter, agonist luminescence; normalized to butyrate control; activation, % at 6.8 µM; hit rate 1.8% among 370,000; AID 687014;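 active means activation above a cutoff set at the mean of all screened compounds plus 3 SD, cut at about 10% in these data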;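 further: 0% = DMSO wells and 100% = sodium butyrate wells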
FXN GAA850 act: frataxin GAA850 promoter activation | HEK293 lucGAA850 FXN promoter luciferase reporter, 24 h; percent of 10 µM SAHA response | activation, % at 6 µM | hit rate 0.56% among 360,000;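 active means activation above the average of all compounds screened plus 3 SD, cutoff fixed separately per campaign, cut at about 7.5% in these data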;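 further: 0% = DMSO wells and 100% = 10 µM SAHA wells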
NR1D1 modulator: modulators of human Rev-erb alpha DNA binding; hit rate 0.79% among 370,000; AID 1259318; activity, % at 10 µM; Rev-erbα–FITC-DNA binding, fluorescence polarization, 90 min; P20393;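 active means activity above about 14%, limit read from the data; passing the limit was not always enough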;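 further: 0% = DMSO wells with 35 nM protein and 100% = DMSO wells with 750 nM protein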
DAX1 inh-2: inhibitors of DAX1 repression of SF-1 activated StAR promoter; HEK293T StAR-luciferase reporter, SF-1/DAX-1 repression relief; inhibition, % at 6.8 µM; hit rate 1.1% among 370,000; AID 652010;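 active means inhibition above the mean over all tested compounds plus 3 SD, cut at about 3.6% in these data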;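 further: 0% = DAX-1 cells with DMSO and 100% = cells lacking DAX-1 with DMSO; higher inhibition means more luminescence from relief of DAX-1 repression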
* = called active by the depositor; i = inactive; x = no result given.

SMILES	ssDAF12 agonist	PG9 binder	PLC-beta3 inh	DAX1 inh-1	HGIII-sPLA2 inh	SMARCA2 activ	hcDAF-12 act	hgDAF12 agonist	FXN GAA850 act	NR1D1 modulator	DAX1 inh-2
COc1cccc(CNC(=O)c2ccc(CS(=O)(=O)Cc3ccccc3C)o2)c1	-0.7	-2.8	-7	-0.8	-9	-2	1.7	-1.6	-2.7	-2	-0.1
CC(=O)N(Cc1ccccc1)Cc1cn(CCC#N)nc1-c1cccc([N+](=O)[O-])c1	-1.3	0.8	-5	0.1	3	-1	-0.8	-5.8	6.2	-6	0.4
CC(C(=O)Nc1ccc(OCc2ccccc2)cc1)N1CCCC1 (stereo not drawn)	-0.5	-1.2	-8	-0.5	2	1	1.6	3.8	2.2	-1	1.6
CCn1c(=O)c([N+](=O)[O-])c(NC2CCS(=O)(=O)C2)c2ccccc21 (stereo not drawn)	-2.1	0.9	-5	1.7	1	0	-0.1	0.0	1.6	-3	0.2
COc1ccc(C2/C(=C(/O)c3ccccc3)C(=O)C(=O)N2C)c(OC)c1 (stereo not drawn)	-0.7	-0.8	-7	-0.2	2	-2	-0.8	1.2	1.7	5	0.1
Cc1ccccc1N1CCN(c2ccc(NC(=O)C3CCCCC3C(=O)O)cc2)CC1 (stereo not drawn)	-0.9	-1.9	2	-1.0	-2	-1	-1.7	-1.3	6.3	-6	-0.1
COc1ccc(-c2cc(C(F)(F)F)n3nc(C(=O)N4CCN(C(=O)c5ccco5)CC4)cc3n2)cc1	-1.4	2.7	-237	1.1	0	1	-1.0	-2.1	-0.3	-5	-0.8
CCn1c(=O)c([N+](=O)[O-])c(NCc2ccco2)c2ccccc21	-1.5	0.1	-16	x	9	-4	0.0	-0.8	-0.3	-1	-0.3
COc1ccc(C(=O)CSc2nc3ccccc3n2CC(=O)c2ccccc2)cc1	-0.9	1.1	-1	0.1	-52	-1	-1.4	2.1	2.8	8	-0.4
CCOC(=O)C1=C(C)NC(=O)NC1c1ccc(OC)c(CN2CCOCC2)c1 (stereo not drawn)	-0.5	-2.2	-1	0.1	2	0	-0.8	-2.5	1.3	-5	0.7
Oc1ccc(N2CCN(C(c3cccnc3)c3nnnn3Cc3ccccc3)CC2)cc1 (stereo not drawn)	-1.6	0.9	-3	-1.7	-5	-4	-1.3	-1.6	-5.0	1	-0.3
COC(=O)c1cccc(NC(=O)CCNC(=O)c2ccc([N+](=O)[O-])cc2)c1	-1.5	-1.7	0	-0.9	-5	3	-2.3	0.2	-2.8	-2	-0.5
COc1ccc(NS(=O)(=O)c2cc(NC(=O)C3=NN(c4ccccc4)C(=O)CC3)ccc2C)cc1	-0.3	1.1	-3	-0.4	-27	-3	2.8	-2.6	0.7	3	-1.3
O=C(Cc1cccc(NC(=O)C2CCCN(C(=O)C3CCC3)C2)c1)Nc1ccc(C(=O)N2CCCCC2)cc1 (stereo not drawn)	-1.4	1.2	-4	-1.7	-6	-5	-1.0	0.7	-0.7	-3	-0.2
OCC[C@@H]1C[C@H](O)[C@@H](O)[C@@]2(CCCCO2)O1	-1.0	-2.1	2	-1.0	1	2	-0.6	-0.1	0.1	0	0.3
C#CCOCCOCCOCCNc1nc(N2CCN(C(=O)Cn3cc(CC(C)O)nn3)CC2)nc(N2CCN(C(=O)[C@H](C)n3cc(CCC(=O)O)nn3)CC2)n1 (stereo partly drawn)	-0.5	1.1	0	-0.2	5	0	-0.5	1.2	-0.1	-4	1.1
O=C(Cn1nnc(-c2ccccc2)n1)NCc1cccs1	-0.7	-0.9	4	0.5	-3	-1	-0.5	1.4	-1.3	8	0.9
CCOc1ccc(N2C(=O)CC(N3CCN(C(=O)c4ccco4)CC3)C2=O)cc1 (stereo not drawn)	-0.8	0.3	3	0.0	8	-5	-2.3	-1.9	-0.4	-3	0.2
O=C(COC(=O)/C=C/c1ccccc1)NCc1ccc2c(c1)OCO2	-1.2	-1.0	-9	0.0	3	1	0.2	8.9	1.1	-4	0.6
CCCCn1c(NCc2ccncc2)nc2ccccc21	-1.6	1.0	-5	0.0	-1	0	-0.8	-3.9	2.0	3	1.5
Cc1cc(C)cc(C(=O)NN2CCOCC2)c1	-1.1	1.7	3	-0.6	13	-3	0.0	0.1	0.5	-4	-0.1
O=C(CCCC(=O)N1CCN(c2cccc(Cl)c2)CC1)c1ccccc1	-0.8	-1.4	-1	3.0	-8	3	-2.4	1.1	0.7	6	0.0
CC(C)C[C@H]1CNC(=S)N1C[C@H]1CCCN1C[C@H](Cc1ccccc1)N1C[C@H](Cc2ccc(O)cc2)N(CC2CCCCC2)C1=S	-1.2	1.2	1	x	-15	-1	0.0	1.1	x	-1	3.8*
CC(c1ccco1)N(C(=O)Nc1ccc(Cl)cc1)c1ccccn1 (stereo not drawn)	-1.2	0.5	-1	0.4	2	1	-1.6	1.8	1.9	-2	-0.4
Cc1cc(Nc2ccc(C)c(C)c2)n2nc(C)nc2n1	-1.3	-0.8	5	0.8	-3	0	-1.1	1.6	0.7	4	-0.5
CCCc1nnc(NC(=O)CN2CCN(C)CC2)s1	-1.2	0.4	2	0.8	1	-4	-0.9	1.2	0.4	-2	-0.6
C=CCSC(=S)NC1CCS(=O)(=O)C1 (stereo not drawn)	-1.2	-3.1	2	-1.2	1	1	-1.5	1.8	-0.8	-3	-0.1
NC(=O)CSc1nnc(-c2cc(-c3ccc(Cl)cc3)nc3ccccc23)o1	-0.5	0.3	-2	-0.2	4	-4	-1.3	-0.4	4.5	-6	-0.7
COc1ccc(CN2CCN(C3CCSCC3)CC2CCO)c(C)c1C (stereo not drawn)	-1.9	-0.8	-2	-1.0	-4	0	-1.0	-0.2	0.5	-2	-1.2
COc1ccc2c(c1)[nH]c1c(=O)n(CCN3CCCC3)cnc12	-1.0	0.8	0	-0.2	11	-1	3.6	3.8	-1.8	1	0.7
O=C(Nc1ccnn1C1CCN(Cc2cc(Cl)ccc2O)CC1)C1CC1	-0.9	-2.5	-7	0.1	-5	1	-2.4	-1.8	1.3	-5	-0.3
CCOC(=O)[C@]12CCCC=C1N(Cc1ccccc1)C(=O)[C@H](CC(=O)NCc1cccs1)C2	-1.8	-1.4	3	x	-7	-4	-1.1	0.2	x	-11	0.5
O=[N+]([O-])c1ccc(S(=O)(=O)N/N=C/c2cccs2)cc1	-0.5	-1.2	-1	-0.6	2	-2	0.2	0.3	0.4	0	0.6
Cc1ccc(S(=O)(=O)NC(=O)Nc2c(C)n(C)n(-c3ccccc3)c2=O)cc1	-1.0	-1.4	-9	-0.9	3	-2	0.7	1.3	-0.6	-2	-0.1
COc1ccc(/C=C/c2noc(-c3ccccc3OC(C)=O)n2)cc1	-0.4	-0.7	-11	-1.2	-5	1	1.4	8.1	1.3	18	1.9
CCOCCCNC(=O)CS(=O)(=O)Cc1nc(-c2cccc(OC)c2)oc1C	-1.2	0.2	3	0.0	-7	3	-1.4	-2.9	-1.7	-2	-1.2
N#Cc1ccsc1NC(=O)CN1CCN(S(=O)(=O)c2cc(Cl)ccc2Cl)CC1	-1.6	-1.4	4	-0.1	-10	1	-0.5	-3.8	0.6	1	-1.3
Cc1ccc(C2=NS(=O)(=O)N(C)C(C(=O)NC(C)c3ccccc3)=C2)cc1 (stereo not drawn)	-1.8	-1.7	-11	-0.3	-13	-1	-0.3	-2.8	0.1	1	-0.8
CN(CC(=O)Nc1ccc(F)cc1)C(=O)CSc1ncccn1	-0.1	1.0	-8	-1.1	6	-1	0.4	0.8	0.3	2	-0.8
NC(=O)C(C1=CCCCC1)c1ccccc1 (stereo not drawn)	-1.1	2.0	-1	-0.5	8	-4	-0.7	-1.1	2.4	7	-0.3
CCCCc1ccc(-c2ccc(C)cc2O)nc1	0.0	2.0	-6	-0.4	12	-4	1.9	4.1	3.8	17	2.2
Cc1ccc(NC(=O)N2CCC(C(N)=O)CC2)cc1	-1.6	0.3	5	-0.3	8	2	-0.8	-0.9	-1.5	-5	-0.8
O=C(Nc1ccccc1Oc1ccccc1)C1CCCC1	-0.3	-0.6	2	0.9	10	-4	-2.7	-1.0	0.5	-1	0.5
CC1CCN(CCCNC(=O)c2nn(C)c3c2CS(=O)(=O)c2ccccc2-3)CC1	-1.1	-0.3	-6	0.7	-4	0	0.9	-1.1	1.3	-1	0.3
Cc1cc(N2CCCCC2)nc(NCc2ccccc2)n1	-1.9	-0.3	-43	-0.8	-2	-4	-2.9	-6.9	-4.2	0	-3.0

In another format: 2 of the compounds above
SMILES,ssDAF12 agonist,PG9 binder,PLC-beta3 inh,DAX1 inh-1,HGIII-sPLA2 inh,SMARCA2 activ,hcDAF-12 act,hgDAF12 agonist,FXN GAA850 act,NR1D1 modulator,DAX1 inh-2
CN(CC(=O)Nc1ccc(F)cc1)C(=O)CSc1ncccn1,-0.1,1.0,-8,-1.1,6,-1,0.4,0.8,0.3,2,-0.8
NC(=O)C(C1=CCCCC1)c1ccccc1 (stereo not drawn),-1.1,2.0,-1,-0.5,8,-4,-0.7,-1.1,2.4,7,-0.3

Other results.
SMILES	ssDAF12 agonist	PG9 binder	PLC-beta3 inh	DAX1 inh-1	HGIII-sPLA2 inh	SMARCA2 activ	hcDAF-12 act	hgDAF12 agonist	FXN GAA850 act	NR1D1 modulator	DAX1 inh-2
Cc1ccc([C@@H]2C[C@H]3[C@@H](CN2S(=O)(=O)c2ccc(Cl)cc2)C(=O)C[C@@H](c2ccccc2F)N3S(=O)(=O)c2ccc(C)cc2)cc1	0.0	-1.4	3	-0.5	-3	0	-0.7	1.0	-2.0	-1	-1.9
O=C(N/N=C/c1cccnc1)NC12CC3CC(CC(C3)C1)C2	-1.9	-2.7	6	2.0	-5	-5	-0.3	0.0	1.5	4	0.0
O=C1C=C(N2CCOCC2)CCC1	-1.1	-0.7	-7	0.2	-3	0	-1.0	3.0	-2.8	-7	-0.3
CCN(C(=O)CN1C(=O)S/C(=C\c2cccc(Cl)c2)C1=O)C1CCS(=O)(=O)C1 (stereo not drawn)	-1.4	0.9	4	-0.2	-4	0	-3.0	4.2	0.0	-4	-1.3
COc1ccc(OC)c(NC(=O)CNC(=O)Cn2c(C)cc3ccccc3c2=O)c1	-1.3	-0.4	-4	-0.1	-1	1	-2.0	-1.7	-5.1	-4	-0.2
CC1(C)NC(=O)N(CCCOc2ccc3c(c2)CCC3)C1=O	-0.9	2.6	2	0.7	0	-3	-1.2	2.9	0.2	-1	-0.8
O=C(/C=C/Nc1ccc(S(=O)(=O)Nc2cnc3ccccc3n2)cc1)c1ccccc1	-0.6	0.2	-9	1.2	-6	4	1.1	2.9	1.8	1	0.4
S=c1[nH]nc(-c2cc3c(s2)-c2ccccc2CC3)o1	0.5	3.5	i	2.3	-11	5	3.9	5.5	1.1	-5	0.0
CCOC(=O)C1=C(C)NC(=O)C(C(N)=O)C1c1ccccc1 (stereo not drawn)	-0.7	0.6	2	-0.4	4	-5	-0.7	1.1	-0.4	2	-0.2
CCCCn1c(N)c(N(CC)C(=O)c2cccc(C)c2)c(=O)[nH]c1=O	-0.1	0.0	-4	0.0	0	0	3.0	-1.2	0.1	-5	0.2
CCNC(=O)N1c2ccccc2Sc2ccccc21	-0.8	-0.3	0	-0.1	6	-4	0.2	0.6	0.8	1	0.5
CN1\C(=C/C=C/C=C/C=[N+](C)C)C(C)(C)c2ccccc21	-2.5	-0.5	-17	-0.8	9	-5	-1.4	-3.1	-2.8	-17	-1.4
